Compound activity (PubChem BioAssay)
XiGFP reactiv – reactivates the inactive X chromosome in mouse fibroblasts; XiGFP mouse fibroblasts, % GFP-positive cells imaging, 3 d; cells co-treated with 5-aza-dC sensitizer; scaled so ellipticine positive control = 100%; activation, % at 7.58 µM; 360,000 compounds, 0.055% hits; AID 743238;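 active = mean normalized replicate activation at least 10% and every replicate at or above 10%; inconclusive = only one of the two criteria met; inactive = mean below 10% and not all replicates reach 10%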;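 note: 0% = median of on-plate neutral control wells and 100% = ellipticine 6 µM median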
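assay system = SV40-immortalized XiGFP fibroblast cells, line 68-5-11 | buffer or medium = DMEM plus 5-aza-dC sensitizer | doses = single-point pinned compound dosing | times = 3-day compound exposure, then 15 min fixation at room temperature | benchmarks = positive control ellipticine, 6 µM final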
S100A4 MyoIIA – S100A4-myosin IIA interaction inhibition. S100A4/TAMRA-MyoIIA peptide fluorescence polarization. inhibition, % at 10.7 µM. 360,000 compounds, 0.14% hits;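 active = mean inhibition of at least 70% across replicates, with every replicate also reaching that level; inconclusive = mean inhibition reaches 70% but some replicates fall short; inactive = mean inhibition below 70%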
Target sequence (P26447 whole entry, looked up): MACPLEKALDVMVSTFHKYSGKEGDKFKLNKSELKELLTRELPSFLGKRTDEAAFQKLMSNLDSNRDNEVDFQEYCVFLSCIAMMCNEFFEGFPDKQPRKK
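Material: S100A4 monomer (human). Medium: Calcium-containing HEPES buffer, pH 7.2. Probe or stimulus: labelled myosin peptide probe, 5 nM. Compound dosing: one concentration per compound. Timing: polarization read 5 min after assay mix addition, stable 5–60 min. Benchmarks: DMSO as neutral control, TFP as positive control.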
SIRT5 inh – blocks human SIRT5 desuccinylation of peptide | inhibition, % at 15 µM | 330,000 compounds, 1.1% hits | Purified SirT5, succinyl-peptide AMC, trypsin-coupled fluorescence; in the data active = inhibition above about 15%; inconclusive = no clear call, values can overlap the other calls
Target sequence (Q9NXA8 whole entry, looked up): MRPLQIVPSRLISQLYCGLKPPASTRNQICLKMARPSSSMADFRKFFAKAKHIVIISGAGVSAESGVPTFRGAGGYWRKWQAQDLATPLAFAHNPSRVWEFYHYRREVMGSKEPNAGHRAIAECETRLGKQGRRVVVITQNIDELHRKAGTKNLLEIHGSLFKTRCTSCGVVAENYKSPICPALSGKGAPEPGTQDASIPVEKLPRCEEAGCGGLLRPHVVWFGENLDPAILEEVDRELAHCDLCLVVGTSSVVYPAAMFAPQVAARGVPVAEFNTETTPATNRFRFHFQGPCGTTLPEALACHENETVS
LGR2 inh – Drosophila LGR2 receptor signaling inhibition; inhibition, % at 9.99 µM; AID 720647; 380,000 compounds, 0.35% hits; HEK293 LGR2, CRE-luciferase, bursicon-stimulated, 4 h;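 active = drop in luminescence signal, shown as inhibition above about 50% in the replicate tests, limit read from the data, passing the limit was not always enough; inconclusive = probably only some replicates passing the limit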;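 note: agonist challenge used bursicon conditioned medium at about half maximal strength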
PGC1a acetyl inh – PGC1a acetylation modulation, inhibitor mode | U2OS PGC1a acetylation, AlphaScreen anti-acetyl-lysine; with virally co-expressed GCN5 acetyltransferase | inhibition, % at 15.6 µM | 350,000 compounds, 0.17% hits | AID 651687;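 active = every replicate shows inhibition of at least 40%; inconclusive = mean inhibition at least 40% but some replicate below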;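 note: 0% = neutral control wells and 100% = positive control wells; some results beyond the cut were filed as inactive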
Cneo AK release – Cryptococcus neoformans lysis via adenylate kinase release; C. neoformans lysis, adenylate kinase release luminescence, 4 h; normalised: neutral wells 0, clomiphene wells 100; lysis activity, % at 15 µM; 360,000 compounds, 0.2% hits; AID 651654;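 active = mean lysis activity across replicates of at least 80%, whatever share of replicates individually reach that level; inactive = mean lysis activity below 80%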
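Material: C. neoformans cells; Schedule: 4 h static compound exposure, 37 °C, read 1 h post-reagent; Measured by: adenylate kinase release luminescence; Read-out: signal increase indicating cell lysis; Controls: Clomiphene as positive lysis control.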
ERAP1 HTS inh – ERAP1 (human) enzyme inhibition | inhibition, % at 10.7 µM | Q9NZ08 | 340,000 compounds, 0.15% hits | AID 652197 | recombinant ERAP1, Leu-AMC fluorescence, 60 min;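 active = mean replicate inhibition of at least 30%, or all replicates individually reaching that 30% level; inactive = mean below 30% and not every replicate reaching it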;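 note: 0% = neutral control wells and 100% = L-leucinethiol positive control wells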
Statin myotox sup – protects C2C12 myotubes from simvastatin toxicity. 330,000 compounds, 0.78% hits. rescue of ATP level, % at 7.49 µM. ATP luminescence, 48 h; scaled: DMSO 0, geranylgeraniol control 100;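 active = mean ATP rescue above about 67%, or every replicate alone reaching that limit, limit read from the data, passing the limit was not always enough; inconclusive = no clear call, values can overlap the other calls; inactive = mean under the limit and some replicate under it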;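 note: myotubes were challenged with 10 µM simvastatin during compound exposure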
The depositor's hits bear a star; ? = inconclusive; nt = no result given.

Values run as follows: XiGFP reactiv, S100A4 MyoIIA, SIRT5 inh, LGR2 inh, PGC1a acetyl inh, Cneo AK release, ERAP1 HTS inh, Statin myotox sup
> O=C(Nc1ccc2c(c1)OCCO2)c1ccccc1Cl
→ 0.0, -6, -1, -2, -10, -23, 0, -13
> OCCN1CCN(c2nccn3ccnc23)CC1
→ 0.2, 4, -4, -2, -5, 4, 3, 2
> O=C(Nc1cc(Cl)ccc1F)c1ccc(-n2cncn2)c([N+](=O)[O-])c1
→ 0.0, -7, 11, -4, nt, 0, 6, nt
> OCC[C@H]1C[C@H](O)[C@@H](O)[C@]2(CCc3ccccc3O2)O1
→ 0.0, -16, nt, 10, -6, -2, 0, -3
> COc1ccc(NC(=O)N(C)C[C@@H]2OCCCC[C@@H](C)Oc3ccc(NS(=O)(=O)c4ccccc4)cc3C(=O)N([C@H](C)CO)C[C@@H]2C)cc1
→ 0.2, -9, 0, 2, 5, 52, -6, nt
> Cc1csc2ncc(C(=O)NCc3ccccc3Cl)c(=O)n12
→ -0.1, 2, -6, -8, -2, -2, 5, 5
> CCCCCCN1CCN(C2CN(Cc3cn(Cc4ccc(C(F)(F)F)cc4)nn3)S(=O)(=O)C2)CC1 (centres undefined)
→ 0.0, -49, -1, 19, nt, nt, -11, nt
> COCC(=O)N1CCCCN2[C@@H](CO)[C@@H](c3ccc(C#Cc4ccc(OC)cc4)cc3)[C@@H]2C1
→ 0.0, 39, 1, -1, 7, -4, -2, nt
> CCOC(=O)N1CCC(NC(=O)CC2C(=O)NCCN2Cc2ccccc2F)CC1 (centres undefined)
→ 0.0, 5, -8, -5, 5, -2, 2, -3
> O=C(C[C@@H]1CC[C@@H]2[C@H](COC[C@H](O)CN2Cc2cc(F)cc(F)c2)O1)Nc1nccs1
→ 0.2, nt, nt, -6, -6, 0, nt, 14
> Cc1ccc(NC(=O)c2cc(S(=O)(=O)N3CCCCC3)ccc2N2CCOCC2)c(C)c1
→ 0.4, -2, nt, -9, 6, 2, 13, 0
> O=C(CSCSCC(=O)Nc1ccc2c(c1)OCO2)Nc1ccc2c(c1)OCO2
→ nt, -3, -11, -12, -21, -2, -2, 7
> O=C(c1ccc(CS(=O)(=O)c2ccc(Br)cc2)o1)N1CCCCCC1
→ -0.1, -4, nt, -8, -9, 1, nt, -5
> C=CCSc1nc(N)c2c3c(sc2n1)CN(C)CC3
→ 0.0, -11, -4, -6, 1, 0, 2, 6
> C[C@@H]1CN([C@@H](C)CO)C(=O)c2cc(NS(=O)(=O)c3cn(C)cn3)ccc2O[C@@H](C)CCCCO[C@@H]1CN(C)Cc1ccccc1
→ 0.4, -5, 1, 0, -1, -28, 5, nt
> CC[C@]1(C(=O)OC)[C@H]2C(=O)N(C)C(=O)[C@H]2[C@H]2CN=C(SCc3ccc(OC)cc3)N21
→ 0.3, -1, -3, -2, nt, 2, 0, 9
> COc1ccc(-n2nnnc2/C=C\Nc2ccc(C)cc2)cc1
→ -0.1, 32, -3, 5, nt, 0, -4, 0
> O=C(C[C@H]1CC[C@H](NC(=O)c2ccccc2)[C@H](CO)O1)NCc1ccncn1
→ 0.0, 3, -3, 4, -6, -3, 2, 6
> CCOC(=O)c1c(CSc2ccsc2)n(C)c2cc(Br)c(O)c(CN(C)C)c12
→ -0.2, -2, 20*, 14, -13, nt, nt, nt
> CC(C)C#Cc1ccc([C@@H]2[C@H](CO)N3C(=O)CN(C(=O)Cc4ccccc4)C[C@@H]23)cc1
→ 0.2, 11, -1, 3, 4, nt, -1, nt
> CCCS(=O)(=O)C/C(N)=N/OC(=O)c1ccccc1Cl
→ -0.1, 11, 1, -4, -6, 2, nt, nt
> COCCN(C(=O)COC(=O)CCCc1c[nH]c2ccccc12)c1c(N)n(Cc2ccccc2)c(=O)[nH]c1=O
→ 0.0, -4, -3, 16, 8, 0, 1, 3
> COc1ccc(CN(C)C[C@@H]2Oc3ccc(NC(=O)NC(C)C)cc3C(=O)N([C@@H](C)CO)C[C@@H]2C)cc1
→ -1.3, 5, -5, -10, -5, 0, 3, -11
> COc1ccc(CN2CC(C(=O)N3CC(C)CC(C)C3)CC2=O)cc1 (centres undefined)
→ 0.0, -1, 0, -1, 3, -1, -4, 0
> CO[C@@H]1CN(C)C(=O)c2cc(NC(C)=O)ccc2OC[C@@H](C)N(Cc2ccc(F)cc2)C[C@@H]1C
→ -0.2, -15, -2, ?, 4, -4, 1, 6
> CN1CCN(c2ccccc2NC(=O)Cc2cn(C)c3ccccc23)CC1
→ 0.0, 7, -2, -4, -1, -1, -3, -9
> CCc1cnc(Nc2nc(C(N)Cc3ccc(F)cc3)cs2)nc1 (centres undefined)
→ -0.1, 3, 0, 9, -14, -12, 6, -13
> C[C@H](CO)N1C[C@H](C)[C@@H](CN(C)Cc2ccc(-c3ccccc3)cc2)Oc2ccc(NC(=O)C3CCCCC3)cc2C1=O
→ -1.1, -13, 5, 8, 5, 1, 2, -3
> O=C1/C(=C\c2ccco2)CCC/C1=C\c1ccco1
→ 0.0, 0, nt, -10, 6, -2, -1, 13
> CCOc1ccc(S(=O)(=O)NCCC(=O)NCC(c2ccc(OC)cc2)N2CCOCC2)cc1 (centres undefined)
→ 0.0, -1, -1, -14, nt, 0, 3, 5
> Cc1cccc(OCCSc2nc3ccccc3n2CC(=O)O)c1
→ 0.7, 3, 1, -2, nt, 1, 5, 15
> CSC(=CC(=O)c1ccc(F)cc1)SC
→ 0.1, 1, 0, -21, nt, nt, -1, nt
> COC(=O)C1C2CC3c4[nH]c5cc(OC)ccc5c4CCN3CC2CC(OC2CCCCO2)C1OC (centres undefined)
→ 0.0, -34, -2, 1, 2, 0, 0, 5
> CCOC(CNC(=O)C(=O)Nc1cc2c3c(c1)CCN3C(=O)CC2)OCC
→ 0.3, 10, -2, -9, 1, 1, 2, 3
> Cc1onc(-c2ccccc2)c1C(=O)NNC(=O)c1ccccc1O
→ -0.1, -1, 4, -5, 11, 3, 0, 7
> CCN(CC)CCN1C(=O)C2C(C(=O)Nc3cc(C)cc(C)c3)C3C=CC2(O3)C1C(=O)NC1CCCCC1 (centres undefined)
→ 0.0, -8, -4, 5, nt, 6, -8, 5
> N#Cc1cccc(-c2ccc3c(c2)[C@H]2[C@H](CCN2C(=O)CN2CCOCC2)[C@@H](CO)N3)c1
→ 0.2, nt, nt, 10, 7, -7, nt, 13
> Cc1ccc(-c2ccc3c(c2)O[C@H](CN(C)S(C)(=O)=O)[C@H](C)CN([C@@H](C)CO)S3(=O)=O)cc1
→ 0.6, -2, -2, 0, 7, -2, -2, 11
> Cc1cc(C)cc(OCC(=O)OCC(=O)N2CCc3ccccc32)c1
→ -0.1, -2, -2, 13, nt, nt, -6, nt
> Cc1c(Br)c([N+](=O)[O-])nn1CC(=O)N1CCN(Cc2ccccc2)CC1
→ 0.1, -10, 3, 16, 3, nt, -2, nt
> CC1(Cc2ccc(C(F)(F)F)nc2)C(=O)Nc2cc(-c3ccccc3Cl)ccc21 (centres undefined)
→ 0.0, 4, nt, nt, -18, -2, -3, 31
> Cn1c(CNC(=O)CNS(=O)(=O)c2ccc(Br)cc2)cc(=O)n(C)c1=O
→ 0.1, 7, -5, 9, -2, 0, -3, 0
> O=C(OCC(=O)N1CCCc2ccccc21)c1cccc(C(F)(F)F)c1
→ -0.1, -1, -1, -5, nt, -1, -2, -9
> CCOC(=O)CCCCCC(=O)Nc1ccc2c(c1)C(=O)N([C@H](C)CO)C[C@@H](C)[C@@H](CN(C)C(=O)CCC(F)(F)F)OCCCC[C@H](C)O2
→ -0.1, -4, -2, 18, -4, 0, -5, 7
> COc1ccc2c3c(n(C)c2c1)[C@@H](CO)N(C(=O)Nc1ccc(F)cc1)CC31CN(Cc2cccnc2)C1
→ 0.3, 9, 1, 3, nt, nt, 2, nt
> Cc1ccc(S(=O)(=O)CCC(=O)OCc2cc(C)ccc2C)cc1
→ 0.9, -6, -2, -4, nt, nt, -9, nt
> C/C=C/c1ccc([C@H]2[C@@H](CO)N3CCCCN(S(=O)(=O)c4ccc(OC)cc4)C[C@H]23)cc1
→ 0.0, -1, 1, 9, -11, 7, -1, 3
> CCNS(=O)(=O)c1ccc(CCC(=O)N2CCN(c3cccc(Cl)c3)CC2)cc1
→ 0.0, -4, -6, 6, -2, 0, -1, 20
> CCc1ccc(NC(=O)NCCN2CCCCC2)cc1
→ 0.0, -21, -3, 4, -15, -2, 1, 0
> COc1cccc(C(=O)CN(C(=O)c2ccc(Cl)c(Cl)c2)N2C(=O)c3ccccc3C2=O)c1
→ nt, -10, -2, -7, -4, -6, 2, 17
> COc1ccc2c(c1)NC(c1cc(Cl)cc(Cl)c1O)c1cccn1-2 (centres undefined)
→ 0.0, -7, -3, 5, 1, nt, -1, nt
> CC1NC(=O)c2cccnc2-n2c1nc1cc(F)c(F)cc1c2=O (centres undefined)
→ -0.2, -3, 0, 1, 4, -4, 5, 3
> Cc1ccc(NC(=O)C2Oc3ccccc3OC2C)cc1 (centres undefined)
→ -0.1, -2, 0, -4, -11, 0, -2, 4
> O=S(=O)(NC(=NCCc1ccc(Cl)cc1)c1ccccc1Cl)c1cccs1
→ -0.1, 3, -2, 29, -6, nt, 0, nt
> O=C(Oc1ccnc2cc(Cl)ccc12)N1CCOCC1
→ nt, 1, -4, 14, -5, 2, -3, 0
> Cc1noc(C)c1NC(=O)Nc1cccc2c1O[C@H](CN(C)Cc1ccc(Cl)c(Cl)c1)[C@H](C)CN([C@@H](C)CO)C2=O
→ -0.6, 5, -1, 8, 4, 0, 0, 6
> O=C(O)c1ccccc1-c1nnc2c(Cl)cc(C(F)(F)F)cn12
→ 0.0, -1, 2, 21, -4, -3, 1, -9
> CN(Cc1ccco1)C(=O)c1cc2c(s1)-c1ccc(Cl)cc1S(=O)(=O)C2
→ 0.0, 0, -1, 1, -3, -2, 1, -3

An excerpt of these results, with bars between the fields:
SMILES | XiGFP reactiv | S100A4 MyoIIA | SIRT5 inh | LGR2 inh | PGC1a acetyl inh | Cneo AK release | ERAP1 HTS inh | Statin myotox sup
CCCCCCN1CCN(C2CN(Cc3cn(Cc4ccc(C(F)(F)F)cc4)nn3)S(=O)(=O)C2)CC1 (centres undefined) | 0.0 | -49 | -1 | 19 | nt | nt | -11 | nt
COCC(=O)N1CCCCN2[C@@H](CO)[C@@H](c3ccc(C#Cc4ccc(OC)cc4)cc3)[C@@H]2C1 | 0.0 | 39 | 1 | -1 | 7 | -4 | -2 | nt

This is a subset. The share of hits here may be higher or lower than overall.
